Screening data deposited in PubChem by NCI.
All columns: NCI-60 one-dose screen, growth in % after 48 h at 10 µM unless noted; 100 = growth as untreated, 0 = no growth, -100 = all killed.
MDA-MB-231: MDA-MB-231 breast cancer. 81,000 tested, 5% active
BT-549: BT-549 breast cancer. 78,000 tested, 4.4% active
MCF7: MCF7 breast cancer. AID 1794796. 82,000 tested, 6.3% active
T-47D: T-47D breast cancer; AID 1794792; 79,000 tested, 5% active
MALME-3M: MALME-3M melanoma; AID 1794766; 78,000 tested, 5.8% active
LOX IMVI: LOX IMVI melanoma | 79,000 tested, 7.4% active | AID 1794757
MDA-MB-468: MDA-MB-468 breast cancer; 78,000 tested, 8.5% active; AID 2202374
HS 578T: HS 578T breast cancer; 78,000 tested, 4.1% active; AID 1794788
An asterisk follows results filed as active; nt = not tested or not shown; & = joins results of further samples; [ ] = another dose, or the depositor's remark. Rule for the calls: active = growth percent below 10; inactive = the rest.

SMILES	MDA-MB-231	BT-549	MCF7	T-47D	MALME-3M	LOX IMVI	MDA-MB-468	HS 578T
CCC(C)(c1ccc(O)cc1)c1ccc(O)cc1	94	106	111	99	108	96	106	97
CN(C)c1ccc(C(Cc2ccccc2)NCCO)cc1 (stereo unspecified)	95	78	92	61	94	93	103	98
CN1C(=O)[C@]23SSC1(C)C(=O)N2[C@H]1Nc2ccccc2C1([C@@]12c4ccccc4N[C@@H]1N1C(=O)C4(C)SS[C@]1(C(=O)N4C)[C@H]2O)[C@@H]3O (stereo partly specified)	-52*	-99*	-77*	-81*	-82*	-90*	-89*	-49*
COc1cc2c(cc1OC)[C@@]13CCN4CC5=CCOC6CC(=O)N2C1[C@H]6[C@H]5C[C@H]43 (stereo partly specified)	102	97	100	96	102	87	105	106
CN1C2CCC1CC(OC(=O)c1ccc(O)cc1)C2 (stereo unspecified)	118	106	103	120	123	nt	113	124
Nc1cc2nonc2c2nonc12	129	99	89	108	101	103	94	103
CC(=O)Nc1ccc(S(=O)(=O)F)cc1Cl	114	101	89	99	100	97	nt	137
O=C(O)c1c(Cl)c(Cl)c(Cl)c(Cl)c1-c1c2cc(Br)c(=O)c(Br)c-2oc2c(Br)c(O)c(Br)cc12	110	100	99	99	96	91	108	104
O=C1Nc2ccccc2Oc2ccccc21	102	102	100	107	116	104	105	119
Cn1nnnc1N	115	114	98	108	112	108	113	103
COc1cc2c(cc1OC)[C@@]13CCN4CC5=CCO[C@H]6CC(=O)N2[C@H]1[C@H]6[C@H]5C[C@H]43	122	101	90	105	98	nt	92	95
CN1CCCCC1C(C)(O)c1ccccc1 (stereo unspecified)	112	87	86	92	98	99	102	108
O=C1C(O)=C(c2ccccc2)C(=O)C(O)=C1c1ccccc1	105	104	97	101	97	94	nt	98
CCOC(=O)c1c(C)n(Cc2ccccc2)c2cc(CN(C)C)c(O)cc12	nt	65	55	61	103	29	74	61
C#CCN(C)C(C)Cc1ccccc1 (stereo unspecified)	91	63	96	80	106	89	74	nt
Cc1ccc(-c2nc3ccc(Cl)cc3c(=O)n2-c2ccccn2)cc1	100	108	81	81	112	95	90	99
Sc1ccc(Cl)cc1	107	93	100	96	109	103	112	104
CC1=C(C)CC2(CC1)C(=O)NC(=O)NC2=O	108&113	89&127	101&103	84&98	104&107	63&101	113&88	114&108
CC(=O)C(C)(C)C	127	107	102	115	nt	108	97	94
N#CC1C(C#N)C2CCC1C1C2N1c1ccccc1 (stereo unspecified)	110	98	101	108	86	103	102	112

Looked up by compound from above:
SMILES	MDA-MB-231	BT-549	MCF7	T-47D	MALME-3M	LOX IMVI	MDA-MB-468	HS 578T
Nc1cc2nonc2c2nonc12	129	99	89	108	101	103	94	103
N#CC1C(C#N)C2CCC1C1C2N1c1ccccc1 (stereo unspecified)	110	98	101	108	86	103	102	112
O=C1C(O)=C(c2ccccc2)C(=O)C(O)=C1c1ccccc1	105	104	97	101	97	94	nt	98
CN1C(=O)[C@]23SSC1(C)C(=O)N2[C@H]1Nc2ccccc2C1([C@@]12c4ccccc4N[C@@H]1N1C(=O)C4(C)SS[C@]1(C(=O)N4C)[C@H]2O)[C@@H]3O (stereo partly specified)	-52*	-99*	-77*	-81*	-82*	-90*	-89*	-49*
CC1=C(C)CC2(CC1)C(=O)NC(=O)NC2=O	108&113	89&127	101&103	84&98	104&107	63&101	113&88	114&108

Next entries:
SMILES	MDA-MB-231	BT-549	MCF7	T-47D	MALME-3M	LOX IMVI	MDA-MB-468	HS 578T
CCCCN(CCCC)CC(O)c1ccc(Cl)c(C)c1Cl (stereo unspecified)	99	103	100	106	107	102	108	98
CCCCN(CCCC)CCc1ccccn1	132	102	100	111	113	103	113	103
C[C@]12CC[C@H]3[C@@H](CC=C4c5nc(-c6ccc(F)cc6)sc5CC[C@@]43C)[C@@H]1CC[C@@H]2O	110	96	103	124	107	98	97	90
C1=C(N2CCOCC2)CCCC1	98	114	95	99	104	91	117	100
O=C(N[C@H](Cc1cnc[nH]1)C(=O)O)C(=O)c1cn(Cc2cn(-c3ccccc3)nn2)c2ccccc12	105	106	94	100	95	93	103	106
CC(=O)[O][Hg][c]1c(N)c(C)cc(C)c1F	7.2*	-14*	-5.1*	-20*	-72*	-70*	-27*	27
O=S(=O)(Cl)c1ccccc1 (tested in a mixture with another compound)	117	99	93	98	92	99	99	102
CCN(CC)CCOC(=O)C(OCCOc1ccccc1)(c1ccccc1)c1ccccc1	78	84	76	67	89	89	74	79
CC1C(c2ccccc2)N1C (stereo unspecified)	108	99	96	113	84	93	102	96
O=C1C(Br)=C(Br)C(=O)C1(Br)Br	125	100	99	92	96	96	99	101
O=C(Nc1ccc(Cl)cc1)Nc1nccs1	47	44	15	40	45	46	16	50
Cn1c(=O)c2[nH]cnc2n(C)c1=O (tested in a mixture with another compound)	105&107	115&126	93&88	97&86	106&103	103&95	104&92	117&92
C[C@@H](CO)NC(=O)C1C=C2c3cccc4[nH]cc(c34)C[C@H]2N(C)C1 (stereo partly specified)	105	103	114	119	112	103	110	109
CN1CCN(c2ccc(Cl)cc2)CC1	105	83	63	90	126	70	71	101
CCOC(=O)c1cnc(SCc2ccc(Cl)c(Cl)c2)nc1N1CC1	52	53	29	59	69	24	-3.2*	59
CCOC(=O)[C@@H](C)C[C@H](Cc1ccccc1)NC(=O)c1csc([C@@H](C[C@H](C(C)C)N(C)C(=O)[C@@H](NC(=O)[C@H]2CCCCN2C)C(C)(C)C)OC(C)=O)n1	-5.5*	-27*	14	63	62	10	11	6.4*
CC(C)(C)C(=O)OCOP(=O)(OCOC(=O)C(C)(C)C)C1CCCN(O)C1=O (stereo unspecified)	5.7*	4.8*	0.8*	8.2*	12	18	-8.0*	-8.9*
COC(=O)C12CC(=O)OC1(c1ccccc1[N+](=O)[O-])N2 (stereo unspecified)	111	104	83	98	96	94	97	101
COc1cc(CC(C)=O)ccc1O	85	116	102	90	101	99	97	92
Cc1ccc(-c2nc3ccc(Cl)cc3c(=O)n2-c2ccccc2)cc1	85	105	90	94	88	92	106	96
O=[N+]([O-])c1cc(S(=O)(=O)F)ccc1Cl	114	96	100	108	124	105	100	nt
O=[N+]([O-])c1ccc(OCCOc2ccc(S(=O)(=O)F)cc2)c(Cl)c1	81	94	100	74	nt	90	98	90
CNC(=O)Oc1ccccc1OC(C)C	107&128	105&97	99&108	104&102	103&108	94&103	112&102	112
CCOCCOC(=O)CCOCCN1CC1	111	114	103	98	114	93	102	103
NNC(=O)CC[C@H](N)C(=O)O	67[20 µM]	101[20 µM]	111[20 µM]	102[20 µM]	104[20 µM]	84[20 µM]	99[20 µM]	118[20 µM]
Cc1cc(C)c2c(c1)NP(=S)(c1ccccc1)N2 (stereo unspecified)	107	101	101	103	nt	101	111	nt
NC(Cc1ccc(N(CCCl)Cc2ccccc2)cc1)C(=O)O (stereo unspecified)	112	108	89	95	109	92	105	nt
Oc1c(Cl)cc(Cl)c2ccccc12	109	nt	98	107	101	100	114	nt
COc1ccc(CC2NCCc3cc(OC)c(OC)cc32)cc1OC (stereo unspecified)	108	101	96	100	103	99	101	120
CCN(CC)C(=O)c1ccc(NC(=S)NC(N)=S)cc1	110	100	102	102	111	96	nt	87
O=C(O)c1ccccc1C(=O)O (tested in a mixture with another compound)	109	101	94	98	99	98	102	113
O=C(Nc1ccccc1)OCC(Cl)(Cl)Cl	111	95	97	85	96	101	nt	109
CN(C)C(=O)CCl	nt	95	98	nt	101	96	84	84
COC(=O)[C@@H](C)C[C@H](Cc1cn(C)c2ccccc12)NC(=O)c1csc([C@@H](C[C@H](C(C)C)N(C)C(=O)[C@@H](NC(=O)[C@H]2CCCCN2C)C(C)C)OC(C)=O)n1	5.1*	-16*	18	68	50	19	29	23
O=C(O)CNC(=O)CF	102	107	96	89	110	90	94	118
O=C(CN1CCOCC1)c1ccccc1	107	109	98	107	116	104	113	108
N#CC(C#N)=Cc1cc(Cl)ccc1O	73	86	75	85	nt	69	94	92
CCN(CC)CCO/N=C1\CC2C3CCC(=O)C3(C)CCC2C2(C)CCC(=O)C=C12 (stereo unspecified)	108	95	86	87	95	85	93	nt
CCOP(=O)(OCC)/C(C#N)=C/c1ccc(OC)cc1	111	104	97	97	107	98	107	101
CN1C(=O)[C@]23C[C@H]4C(C)(C)[C@@]5(C[C@@]41CN2CC[C@@]3(C)O)C(=O)Nc1c5ccc2c1OC=CC(C)(C)O2	110	103	99	104	105	97	100	94

Five entries already listed, ordered by length of the SMILES, falling.
SMILES	MDA-MB-231	BT-549	MCF7	T-47D	MALME-3M	LOX IMVI	MDA-MB-468	HS 578T
CCN(CC)CCO/N=C1\CC2C3CCC(=O)C3(C)CCC2C2(C)CCC(=O)C=C12 (stereo unspecified)	108	95	86	87	95	85	93	nt
CCN(CC)CCOC(=O)C(OCCOc1ccccc1)(c1ccccc1)c1ccccc1	78	84	76	67	89	89	74	79
CN(C)c1ccc(C(Cc2ccccc2)NCCO)cc1 (stereo unspecified)	95	78	92	61	94	93	103	98
O=C(CN1CCOCC1)c1ccccc1	107	109	98	107	116	104	113	108
C#CCN(C)C(C)Cc1ccccc1 (stereo unspecified)	91	63	96	80	106	89	74	nt

Remaining list, next part.
SMILES	MDA-MB-231	BT-549	MCF7	T-47D	MALME-3M	LOX IMVI	MDA-MB-468	HS 578T
OB([O][Hg][c]1ccccc1)[O][Hg][c]1ccccc1	-70*	-92*	-39*	-42*	-88*	-29*	-71*	-5.6*
O=[N+]([O-])/C=C/c1ccc(Cl)cc1	122	136	91	92	nt	92	114	112
COc1cc(/C=C\c2cc(OC)c(OC)c(OC)c2)cc(N/C=C\C(=O)c2cc(OC)c(OC)c(OC)c2)c1OC	43	44	15	-3.0*	26	29	-11*	1.3*
C#Cc1nc2ccccc2[se]1	86	117	93	105	94	89	109	102
CC(Cc1ccccc1)[N+](=O)[O-] (stereo unspecified)	101	117	97	95	102	97	97	104
CCN(CC)CCc1ccccn1	102	92	106	105	111	103	nt	144
O=C(NCCF)NCCCl	114	99	95	99	86	99	100	102
CCC1(CC)C(=O)NC(=O)NC1=O	103	98	90	94	106	98	106	104
CC12C=CC(=O)C=C1CCC1C2C(O)CC2(C)C1CCC2(O)C(=O)COC(=O)CCCc1ccc(N(CCCl)CCCl)cc1 (stereo unspecified)	117&99	72&79	73&78	85&81	63&79	67&67	105&96	111&135
CNc1ccc(C(=O)CC(O)CCC(C)C2OC(=O)CC(O)CC(=O)CC(O)CC(O)CC(O)CC(O)CC3(O)CC(O)C(C(=O)OC)C(CC(O[C@@H]4O[C@H](C)[C@@H](O)[C@H](N)[C@@H]4O)/C=C/C=C/C=C/C=C/C=C/C=C/C=C/C2C)O3)cc1 (stereo partly specified)	-0.5*	-17*	8.6*	-2.1*	-79*	-8.7*	36	6.9*
CC(C)=CCC/C(C)=C/C=N\N=C(/N)N[N+](=O)[O-]	nt	93	81	nt	94	95	103	100
CCCC(OC(C[N+](=O)[O-])C(Cl)(Cl)Cl)c1ccccc1 (stereo unspecified)	111	108	98	105	98	103	nt	110
NCCc1nc2ccccc2[nH]1	105	104	97	109	104	101	nt	106
O=C1c2ccccc2C(=O)N1[N+](=O)[O-]	101	110	92	nt	89	92	89	106
CNC(=O)Oc1cccc(C=O)c1	110	91	94	96	94	98	105	105
COc1cc([C@@H]2c3cc4c(c(O)c3C[C@H]3COC(=O)[C@@H]32)OCO4)cc(OC)c1OC	21	-13*	8.9*	61	40	20	5.1*	-11*
O=S(=O)(c1ccc(O)cc1)c1ccccc1O	99	nt	104	102	113	nt	108	104

Only part of the results is shown. The share of hits here may be higher or lower than overall.
